Source: PubChem BioAssay
KDM5B inhibitor: blocks human KDM5B histone demethylase activity; KDM5B demethylase, FDH-coupled NADH fluorescence (FDH is formaldehyde dehydrogenase); Potency, µM (series often up to 57.7 µM), without a hit: top-dose activity change, negative = inhibition, usual class: inhibitors; 2.6% of 220,000 active; AID 1347165; active = well fitted inhibition curve with a large enough effect; inconclusive = small, poorly fitted or top-dose-only effect; inactive = no such curve, though single readings can be large or run the other way; also: 0% is about no effect; nearly all actives have a fitted effect of over 70% in size
Target sequence (Q9UGL1 whole entry, looked up): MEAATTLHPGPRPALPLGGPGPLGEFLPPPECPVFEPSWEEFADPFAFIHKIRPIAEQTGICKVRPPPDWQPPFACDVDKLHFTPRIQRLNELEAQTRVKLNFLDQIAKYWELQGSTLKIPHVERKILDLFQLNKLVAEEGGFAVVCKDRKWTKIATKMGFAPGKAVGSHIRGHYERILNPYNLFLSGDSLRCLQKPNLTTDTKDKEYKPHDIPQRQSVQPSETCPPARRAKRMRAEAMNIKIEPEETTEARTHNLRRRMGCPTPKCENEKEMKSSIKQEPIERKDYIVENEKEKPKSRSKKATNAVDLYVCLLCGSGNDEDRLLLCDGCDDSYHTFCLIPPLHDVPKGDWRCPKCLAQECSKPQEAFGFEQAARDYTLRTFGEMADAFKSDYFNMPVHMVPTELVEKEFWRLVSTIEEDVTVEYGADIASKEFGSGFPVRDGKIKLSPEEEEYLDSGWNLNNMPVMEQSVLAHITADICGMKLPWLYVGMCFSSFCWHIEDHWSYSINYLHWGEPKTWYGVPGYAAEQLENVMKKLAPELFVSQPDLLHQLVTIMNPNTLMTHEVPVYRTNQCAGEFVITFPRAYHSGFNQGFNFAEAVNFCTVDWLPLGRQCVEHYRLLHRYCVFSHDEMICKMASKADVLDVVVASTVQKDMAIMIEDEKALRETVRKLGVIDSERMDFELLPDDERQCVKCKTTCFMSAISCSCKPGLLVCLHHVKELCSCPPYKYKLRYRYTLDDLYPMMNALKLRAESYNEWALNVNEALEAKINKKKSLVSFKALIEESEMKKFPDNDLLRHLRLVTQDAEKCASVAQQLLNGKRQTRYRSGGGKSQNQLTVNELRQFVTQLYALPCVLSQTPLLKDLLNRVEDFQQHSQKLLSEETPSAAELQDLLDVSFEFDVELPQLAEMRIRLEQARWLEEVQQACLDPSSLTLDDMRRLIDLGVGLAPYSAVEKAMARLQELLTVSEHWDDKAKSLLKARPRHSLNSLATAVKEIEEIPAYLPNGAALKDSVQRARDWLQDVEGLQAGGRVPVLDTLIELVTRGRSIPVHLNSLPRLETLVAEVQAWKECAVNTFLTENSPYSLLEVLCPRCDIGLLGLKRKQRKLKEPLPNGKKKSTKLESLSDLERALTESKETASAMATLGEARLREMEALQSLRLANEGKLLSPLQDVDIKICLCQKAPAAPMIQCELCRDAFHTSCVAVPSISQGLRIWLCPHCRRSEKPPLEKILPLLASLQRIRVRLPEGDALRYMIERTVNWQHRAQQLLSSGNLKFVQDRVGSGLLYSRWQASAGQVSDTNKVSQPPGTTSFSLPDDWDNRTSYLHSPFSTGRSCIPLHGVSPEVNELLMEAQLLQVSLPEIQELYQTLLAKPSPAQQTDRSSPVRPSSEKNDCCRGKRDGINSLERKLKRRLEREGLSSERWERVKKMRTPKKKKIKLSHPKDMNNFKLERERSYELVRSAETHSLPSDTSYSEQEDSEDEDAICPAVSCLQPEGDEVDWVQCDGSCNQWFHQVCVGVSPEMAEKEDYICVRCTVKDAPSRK
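Measured: NADH fluorescence change, 30 min, RT. System: KDM5BΔAP 200 nM final, H3K4me3 peptide, α-KG, Fe(II), ascorbate, NAD⁺ plus FDH, pH 7.5 HEPES. Compounds: titrated, 10 min pre-incubation with enzyme.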
* = called active by the depositor; i = inactive; ? = inconclusive; [ ] = dose if it differs, or a comment. Potency is read from the fitted curve at half-maximal effect. This is a subset; the hit share may differ from the screen's.

KDM5B inhibitor | structure
-4.0% | O=C(NC1C[C@H]2CC[C@@H](C1)N2C(=O)CCC1CCCC1)c1ccncc1 (stereo partly drawn)
0.9% | CN1CCN(c2ccc(C(=O)N3CCC(n4cnnc4)CC3)cc2)CC1
-2.7% | CCCn1nc(C(=O)OCC(=O)Nc2ccc(C(N)=O)cc2)c2ccccc2c1=O
-24.9% | O=C(c1ccsc1)N1CCC2(CC1)NCCc1c2[nH]c2ccccc12
-9.1%[149 µM] | CCN1CCC2(Cc3ccccc3CN(C(=O)C3CCCC3)C2)C1 (stereo not drawn)
-10.3%[86.2 µM] | CCN(CC)CC[C@H]1CN(C(=O)NC(C)C)CC[C@H]1CC(=O)O
-9.5% | COc1cccc(C(=O)Nc2ccc3c(c2)CN(Cc2ccc(F)cc2)C(=O)C(C)O3)c1 (stereo not drawn)
23.5% | COc1cccc(C(=O)N2CCC(c3n[nH]c(=O)n3-c3ccccc3)CC2)c1OC
10.5% | CCc1nc(-c2c3n(c(=O)n(CC(=O)Nc4ccc(C)cc4C)c2=O)CCCCC3)no1
-14.0%[149 µM] | CC1(C(=O)N2CCN(Cc3ccccc3)CC2)CCOCC1
-14.6% | O=C(c1ccccc1F)N1CCC(Oc2ncccc2C(=O)N2CCCCC2)C1 (stereo not drawn)
-10.4% | CCc1ccccc1NC(=O)C(NS(=O)(=O)c1ccc2c(c1)CCC(=O)N2)c1ccccc1 (stereo not drawn)

Next section
KDM5B inhibitor | structure
-25.7% | COc1ccc(CNC(=O)N2CCC(Oc3ccc(-c4noc(C5CC5)n4)cc3)C2)cc1 (stereo not drawn)
11.0% | COC(=O)COc1ccc2c(=O)c(-c3ccc4c(c3)OCCO4)coc2c1
-5.1% | N#Cc1ccc(CN2CCc3cc(S(=O)(=O)N4CCOCC4)ccc32)c(F)c1
? | O=C1CNc2ccc(C(=O)NCc3cc4n(n3)CCCNC4)cc2N1
11.5% | COC(=O)c1c(NC(C)=O)sc(C(=O)N2CCOCC2)c1C
3.9% | CCCNC(=O)CN1C(=O)COc2ccc(S(=O)(=O)N3CCCCCC3)cc21
? | O=C(NC1CCCCC1)C1(CCO)CCN(c2ncccn2)C1 (stereo not drawn)
? | Cc1cccnc1CN(Cc1ccccc1)C(=O)C1NCCc2[nH]cnc21 (stereo not drawn)
-28.5% | CCC(CC)C(=O)NC[C@@H]1C=C(C)[C@H](Cc2nc3ccc(C(=O)OC)cc3[nH]2)C[C@H]1C(C)C
-22.4% | Cc1ccn2c(=O)cc(CSc3ccccc3NS(=O)(=O)c3ccc(C(C)C)cc3)nc2c1
? | Cc1c(CCC(=O)NCCc2ccccc2F)c(=O)oc2c(C)c(O)ccc12
? | O=C(NC1CCCCC1)c1ccc(CSc2nc3ccncc3n2Cc2ccc(F)cc2)cc1

Part of the list above, with each value named.
> COC(=O)COc1ccc2c(=O)c(-c3ccc4c(c3)OCCO4)coc2c1
- KDM5B inhibitor: 11.0%

> COC(=O)c1c(NC(C)=O)sc(C(=O)N2CCOCC2)c1C
- KDM5B inhibitor: 11.5%

(listing goes on)
KDM5B inhibitor | structure
-10.6% | CCCCOc1ccc(C(=O)NCc2nnnn2-c2ccc(C)c(C)c2)cc1
-71.8% | COc1ccc(CCNC(=O)c2cccc(-n3cnc4cccnc43)c2C)cc1OC
32.0%[activator] | CC(=O)NC12CC3CC(C1)CC(C(=O)NCCc1ccc(F)cc1)(C3)C2
9.8%[86.2 µM] | O=C(NC[C@H]1O[C@H](Cc2cc(CN3CCOCC3)on2)CC[C@@H]1O)c1ccccc1
22.4µM* | COCCNC(=O)N[C@@H]1CN(c2ncccn2)C[C@H]1CN(C)C
? | COCCn1cnc2c1c(=O)n(Cc1ccc(C#N)cc1)c(=O)n2Cc1ccccc1
6.7% | Cc1[nH]c2ccccc2c1C(=O)CSc1nnc(CC(C)c2ccccc2)o1 (stereo not drawn)
31.6µM* | O=C(Nc1cccc(C(F)(F)F)c1)c1nc2c(o1)CCN(Cc1cccs1)CC2
5.8% | O=C(CCC1CCCC1)N1CCCCCC1c1nc(-c2ccncc2)no1 (stereo not drawn)
? | CN1CC(=O)N(C2CCCNCC2)Cc2c(NCc3ccccc3F)ncnc21 (stereo not drawn)
-2.0% | COc1ccc(C2(C(=O)N3CCCCCC3c3nc(C4CC4)no3)CC2)cc1 (stereo not drawn)
0.3% | Cc1ccc(C(=O)/C=C/c2cc3ccccc3nc2N2CCOCC2)cc1

Further compounds follow:
KDM5B inhibitor | structure
? | Cc1cc(C)c2c(n1)nn1c(C)c(CCC(=O)NCc3ccccc3Cl)c(C)nc21
? | Cc1cccc(-n2c3nc(=O)n(C)c(=O)c-3cc3ccc(Cl)cc32)c1C
16.9% | CSc1ccc(-c2c(C#N)c(N)nc3c2CCCC3)cc1
5.3% | Cc1ccc(C(=O)N2CCC(N3C(=O)C(OCC4CC4)C34CCOCC4)CC2)cn1 (stereo not drawn)
10.8% | Cc1ccc(NC(=O)CCc2ncc(-c3c(F)cccc3F)o2)cc1C
28.2µM* | O=C(NC1CCCC1)c1ccc(-c2ccc(N3CCSCC3)nc2)cc1
-6.4% | O=C(COc1ccccc1F)Nc1ccccc1OCc1cc(=O)n2ccccc2n1
-19.3% | CCc1noc(-c2cn(C3CCCN(C(=O)c4ccc(OC(F)(F)F)cc4)C3)nn2)n1 (stereo not drawn)
12.7% | CC(Cl)C(=O)NC1(C#N)CCCCC1 (stereo not drawn)
-25.8% | CC(C)NC(=O)Cn1ccc2cc(S(=O)(=O)N3CCCCCC3)ccc21
5.5% | COc1ccc(NC(=O)c2c(-c3cnn(C)c3NCc3ccc(C#N)cc3)noc2C)cc1
-9.9% | Cc1ccc(SCc2cc(=O)[nH]c(N3CCN(c4ccccc4F)CC3)n2)cc1

Shown as tab-separated lines: entries from further up.
structure	KDM5B inhibitor
CCN1CCC2(Cc3ccccc3CN(C(=O)C3CCCC3)C2)C1 (stereo not drawn)	-9.1%[149 µM]
CCN(CC)CC[C@H]1CN(C(=O)NC(C)C)CC[C@H]1CC(=O)O	-10.3%[86.2 µM]
COc1cccc(C(=O)Nc2ccc3c(c2)CN(Cc2ccc(F)cc2)C(=O)C(C)O3)c1 (stereo not drawn)	-9.5%
COc1cccc(C(=O)N2CCC(c3n[nH]c(=O)n3-c3ccccc3)CC2)c1OC	23.5%

(continued)
KDM5B inhibitor | structure
-14.0% | CCOc1ccc(CNC(=O)CN2C(=O)C3CCCCN3c3ccc(C(=O)N4CCCC4)cc32)cc1 (stereo not drawn)
-36.4% | COc1ccc(-n2c(SCC(=O)N/N=C/c3ccccc3OCC(=O)O)nc3ccccc3c2=O)cc1
? | O=C(Nc1ccc(Cl)cc1)Nc1ccc2n(c1=O)C[C@H]1C[C@@H]2CN(C(=O)c2ccc3ccccc3c2)C1
28.2µM* | COc1ccc(Cl)cc1NC(=O)CCC1CCCN(c2ccc(C(F)(F)F)cn2)C1 (stereo not drawn)
-3.9% | O=C(NC(=S)N1CCCC1)c1ccccc1Cl
12.1% | COc1ccccc1CNC(=O)NC(c1ccccc1)c1ccccc1
-18.0% | Cc1ccc(C)c(NC(=O)CSc2nc3c([nH]c4ccccc43)c(=O)n2-c2ccc(F)cc2)c1
10.5% | CC(C)N1CCN(C2CCOC3(CCN(C(=O)C4CC4)CC3)C2)CC1 (stereo not drawn)
13.7% | CCOc1ccccc1NC(=O)N1CCN(Cc2nc3ccc(C)cc3o2)CC1
-15.6%[115 µM] | COc1cccc(N2C(=O)NC(=NC3CCCC3)C23CCN(CC2CCCCC2)C3)c1 (stereo not drawn)
30.3% | C#CC(CC)(CC)NC(=O)/C=C/C(=O)O
? | C[S+](=O)([O-])N1CCNc2cnc(Nc3cccc(C(F)(F)F)c3)nc2C1

Further structures follow.
KDM5B inhibitor | structure
i | COc1ccc(-c2cc(C(=O)O)c3cccc(C)c3n2)cc1
13.6% | O=C(Nc1cccc(Cl)c1F)c1cc(S(=O)(=O)N2CCOCC2)c(Cl)cc1Cl
? | COCc1cc(C)nc2sc3c(c12)NC(c1ccc(O)c(OC)c1)N(c1ccccc1)C3=O (stereo not drawn)
-49.5% | COc1ccc2c(c1)c1c(c(=O)n(-c3ccc(OC)c(OC)c3)c(=O)n1Cc1ccc(C)cc1)n2C
7.4% | CCC(c1cccs1)N1C(=O)[C@H]2CN(S(=O)(=O)c3cccc(F)c3)C[C@H]2C1=O (stereo partly drawn)
7.0% | COc1ccccc1NC(=O)CSc1nccc(-c2ccc(OC(F)F)cc2)n1
21.5% | Cc1cc(=O)n2[nH]c(CN(C(=O)c3ccc(F)cc3)c3ccc(Cl)cc3)nc2n1
? | Cc1c(C)n(O)c2ccc3nonc3c12
-0.6% | Oc1ccc(C2(c3cccc(F)c3)CCCCC2)cc1
? | O=c1cc(CN2CCN(Cc3ccccc3)CC2)c2cc3c(cc2o1)CCC3
-21.1% | C=C(C)COc1ccc2c(C)c(CC(=O)Nc3ccc4c(c3)OCCO4)c(=O)oc2c1
-19.7% | Cn1cc(CN2C[C@H](C(=O)Nc3cccc(F)c3)C[C@@H]2c2cccc(C(F)(F)F)c2)cn1

(listing goes on)
KDM5B inhibitor | structure
-21.9% | COc1ccccc1C(CNc1ncccc1[N+](=O)[O-])N(C)C (stereo not drawn)
3.6% | O=C(C1CCN(c2nc3ccccc3[nH]2)CC1)N1CCN(c2cccc(Cl)c2)CC1
-25.2% | CCN1CCc2c(sc(NC(=O)c3ccc(S(=O)(=O)N(C)C4CCCCC4)cc3)c2C(N)=O)C1
? | COCCN[C@@H]1C[C@@H]2c3[nH]c4ccccc4c3C[C@@H](C(=O)OC)N2[C@H](c2ccc(C(C)C)cc2)C1
10.1% | COc1ccc(CCNc2oc(COc3ccccc3C)nc2C#N)cc1
6.5% | Cc1cc(C(=O)NCc2ccnc(N3CCOCC3)c2)on1
10.5% | Cc1cccc(C(=O)N2CC(C(=O)NCCc3ccncc3)C3(CCOCC3)C2)c1 (stereo not drawn)
-27.2% | CCCOc1ccc(-c2cccc(NS(=O)(=O)c3ccccc3)c2)nn1
14.8% | COc1ccc(Nc2nc(-c3cc4cc(Cl)ccc4oc3=O)cs2)c(OC)c1
2.2% | Cc1cc(S(=O)(=O)Nc2ccc(F)c(C(F)(F)F)c2)sc1C(=O)O
8.6% | CC(C)(C)C(=O)COC(=O)c1ccccc1SCC(=O)NCCc1ccc2c(c1)OCCO2
-12.7% | O=C(CSc1ncnc2c1cnn2-c1ccc(F)cc1)NCC1CCCO1 (stereo not drawn)

The results go on:
KDM5B inhibitor | structure
-27.3% | CCc1c(/C(=N/O)c2ccc(C)cc2)oc2ccc3c(C)cc(=O)oc3c12
17.8% | O=C(O)c1cccc(NS(=O)(=O)c2ccc(Oc3ccc(S(=O)(=O)Nc4cccc(C(=O)O)c4)cc3)cc2)c1
? | CC(C)(C)NC(=O)C1CCCN(C2CCN(C3Cc4ccccc4C3)CC2)C1 (stereo not drawn)
5.5% | Cc1ccccc1/C=C(\C#N)c1nc(-c2ccc(Cl)cc2)cs1
14.5% | COc1ccccc1NC(=O)CN1CCN(CC(=O)Nc2ccc(F)cc2F)CC1
? | CC(=O)c1ccc(N2CCN(C(=O)c3ccc(Cn4c(=O)[nH]c5ccccc5c4=O)cc3)CC2)cc1
2.2% | CCn1c(=O)c2sccc2n2c(CCC(=O)Nc3ccc(OC)c(Cl)c3)nnc12
? | CCC(CC)c1cc([C@H]2CN3CC[C@H]2C[C@@H]3CNC(=O)c2cc(OC)c(OC)c(OC)c2)nc(-c2ccncc2)n1
9.0% | NS(=O)(=O)c1ccc(N/N=C/c2cccc(/C=N/Nc3ccc(S(N)(=O)=O)cc3[N+](=O)[O-])c2)c([N+](=O)[O-])c1
-10.7%[86.2 µM] | COc1ccc(-c2nccc3c(=O)cc(N4CCOCC4)oc23)cc1OC
-10.2% | O=C1C=C(Nc2ccc(C(F)(F)F)cc2)CCC1
? | CCc1ccccc1N(C(=O)c1snc(C(N)=O)c1N)C(C(=O)NCC1CCCO1)c1ccc(C)o1 (stereo not drawn)

A second format for part of the listing above:
structure: CCC(CC)c1cc([C@H]2CN3CC[C@H]2C[C@@H]3CNC(=O)c2cc(OC)c(OC)c(OC)c2)nc(-c2ccncc2)n1
  KDM5B inhibitor: ?
structure: NS(=O)(=O)c1ccc(N/N=C/c2cccc(/C=N/Nc3ccc(S(N)(=O)=O)cc3[N+](=O)[O-])c2)c([N+](=O)[O-])c1
  KDM5B inhibitor: 9.0%

Continuation.
KDM5B inhibitor | structure
-0.6% | CC(CCc1ccccc1)NC(=O)Cn1ncc2c3ccccc3n(Cc3ccccc3F)c2c1=O (stereo not drawn)
5.8% | O=C(CNC(=O)c1ccc2c(c1)OCCO2)N/N=C/c1ccco1
19.9% | O=C(Nc1nc2c(s1)CCCC2)c1nn(Cc2ccccc2)c(=O)c2ccccc12
? | CCOc1ccc(C(=O)NCCc2sc(-c3cccc(F)c3)nc2C)cc1OCC
2.9% | CCN(C(=O)c1nn(C)c(=O)c2ccccc12)C(C)c1ccc(F)cc1 (stereo not drawn)
23.1% | Cc1ccc(CNC(=O)C2CCN(C(=O)c3cccc(Cl)c3)CC2)cc1
-32.9%[115 µM] | Cc1ccccc1Nc1cnc2ccc(-n3ccnc3)nn12
-0.9% | CN1CCC(NC(=O)C2CCC(=O)N(Cc3cccc(C(F)(F)F)c3)C2)CC1 (stereo not drawn)
0.3% | CC(Oc1cccc(Cl)c1)C(=O)NCCc1cccs1 (stereo not drawn)
-9.6% | O=C1CC(c2ccccc2)Cc2[nH]c(=O)c(C(=O)Nc3ccc(F)cc3)cc21 (stereo not drawn)
-14.4% | O=C(Cn1ncc2ccccc2c1=O)N1CCCCC1CCn1cccn1 (stereo not drawn)
